# Bioassay records (PubChem)
# West Nile antiviral: West Nile virus antiviral activity, cell-based, CPE readout (AID 1621); West Nile virus-infected cells, CPE inhibition; higher % means a stronger effect; CPE inhibition, % at 10 µM, or IC50 in µM where a hit was titrated; 290,000 compounds, 0.02% hits; in the data active means a potency from the dose series; inconclusive means CPE inhibition mostly from about 3.7% at the one dose, without a potency; inactive means the rest, 99 in 100 with CPE inhibition below about 2.2%; further: strong numbers were not always called active
# GPR55 LPI antagonism: GPR55 antagonists blocking LPI-driven arrestin recruitment, primary screen, imaging, U2OS, beta-arrestin-GFP, LPI agonist (AID 2013) | inhibition, % at 10 µM; hits with a dose series show IC50 in µM | U2OS GPR55 beta-arrestin-GFP translocation imaging, LPI antagonism; higher % means a stronger effect | 290,000 compounds, 0.13% hits;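 active means spots per cell inhibited over 60%, with over 100 cells counted and total cytoplasm intensity under 500,000; inconclusive means wells with under 100 cells, flagged as likely toxic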;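 further: U2OS cells stably carrying GPR55 and arrestin-GFP stimulated by 5 µM LPI near EC80; imaged beta-arrestin-GFP aggregate spots per cell after agonist stimulation; plate controls were LPI-stimulated DMSO wells for no effect and DMSO wells without LPI for full effect; some results filed as inactive read as strong as hits; confirmed hits need IC50 under 10 µM and bright autofluorescent wells are also inconclusive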
# NOD1 inhibition: NOD1 signaling inhibitors, primary screen, cell-based, luminescence, uHTS (AID 1578); NOD1-driven NF-kB luciferase reporter cells, luminescence; higher % means a stronger effect; one-dose inhibition, % at 4 µM; EC50 in µM for titrated hits; 290,000 compounds, 1% hits; in the data active means inhibition mostly above about 36%, no sharp cut-off; inactive means mostly below about 34%;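 further: HEK-293T reporter cells stimulated with the NOD1 agonist gamma-tri-DAP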
# HIV fusion peptide: cell-free HIV fusion peptide-binding blockers – biochemical, uHTS, fluorescence dequenching, primary screen (AID 1986); cell-free peptide binding, fluorescence dequenching, 30 min; higher % means a stronger effect; one-dose inhibition, % at 20 µM; IC50 in µM for titrated hits; 290,000 compounds, 0.3% hits; in the data active means inhibition mostly above about 52%, no sharp cut-off; inactive means mostly below about 76%; further: some results filed as inactive read as strong as hits
# KOR beta-arrestin-1: kappa opioid receptor blockers – cell-based, luminescence, uHTS (AID 1778). inhibition, % at 10 µM, or IC50 in µM where a hit was titrated. 290,000 compounds, 0.091% hits. KOR beta-arrestin recruitment, luminescence, antagonist mode; higher % means a stronger effect; in the data active means inhibition above about 50%; further: strong numbers were not always called active
# Dengue-2 NS5 capping: flavivirus cap methylation enzyme inhibition – biochemical, confirmation dose response, primary screen (AID 588689); Dengue-2 NS5 methyltransferase capping enzyme assay, biochemical; higher % means a stronger effect; one-dose inhibition, % at 25 µM; IC50 in µM for titrated hits; 340,000 compounds, 0.3% hits; in the data active means a potency from the dose series; inconclusive means inhibition above about 29% without an active follow-up result
# GPR35 antagonists: inhibition of zaprinast-stimulated GPR35 beta-arrestin translocation – imaging, U2OS, beta-arrestin-GFP, zaprinast agonist, primary screen (AID 2058). U2OS GPR35 beta-arrestin-GFP translocation imaging, zaprinast antagonism; higher % means a stronger effect. inhibition, % at 10 µM, or IC50 in µM where a hit was titrated. 290,000 compounds, 0.052% hits;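 active means inhibition of at least 50% with at least 30 cells and total cytoplasm GFP at most 10,000,000; inconclusive means under 30 cells or total GFP of 10,000,000 plus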
# KOR beta-arrestin-2: kappa opioid receptor activators – cell-based, luminescence, uHTS, primary screen (AID 1777); 280,000 compounds, 0.02% hits; activation, % at 10 µM; hits with a dose series show EC50 in µM; KOR beta-arrestin recruitment, luminescence; higher % means a stronger effect; in the data active means activation above about 50%, passing the limit was not always enough; further: a part of the inactive calls stands beside numbers as strong as those of hits
# GPR55 beta-arrestin: GPR55 agonists via beta-arrestin recruitment, primary screen, imaging, U2OS cells, beta-arrestin-GFP redistribution (AID 1961); U2OS GPR55 beta-arrestin-GFP redistribution imaging; higher % means a stronger effect; activation, % at 10 µM, or EC50 in µM where a hit was titrated; 290,000 compounds, 0.048% hits;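 active means activation above 40% with more than 50 cells counted in the well; inconclusive means wells holding fewer than 50 cells, flagged as toxic or sparse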;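 further: U2OS osteosarcoma cells stably expressing GPR55 and beta-arrestin-GFP; plate controls were DMSO negative control for no effect and LPI positive control for full effect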
# Dengue-2 NS5 capping pilot replicate: recorded beside Dengue-2 NS5 capping, whose call it bears; inhibition, %; measured here: pilot screen replicate inhibition
# * hit, by the source's call; ? = inconclusive; / = not tested or not shown.
SMILES,West Nile antiviral,GPR55 LPI antagonism,NOD1 inhibition,HIV fusion peptide,KOR beta-arrestin-1,Dengue-2 NS5 capping,GPR35 antagonists,KOR beta-arrestin-2,GPR55 beta-arrestin,others
COc1ccc2oc3cc(C)[n+]([O-])c(-c4ccc(Cl)cc4)c3c2c1,-1.2%,-4%,-46%,1.9%,-4%,-3%,-5%,9.7%,0.1%,
CN1C(C)(C)CC(NC(=O)c2ccco2)CC1(C)C,-0.4%,4%,14%,-1.7%,-21%,-14%,7%,-1.7%,0.3%,
O=C(Nc1ccsc1C(=O)O)c1cccc(Oc2ccccc2)c1,0.0%,6%,2%,19%,-6%,4%,11%,-5.9%,0.0%,
COCCOc1ccc(C(F)(F)F)cc1NC(=O)c1ccc(C)cc1,-0.6%,-5%,-9%,-0.6%,-6%,-8%,0%,-2.5%,-0.1%,
Cc1ccccc1Cc1c(C)nc2c(C(=O)NCc3ccco3)cnn2c1C,1.3%,-6%,14%,3.4%,-7%,-1%,-2%,1.6%,-0.2%,
Brc1ccccc1-c1nnc(SCc2nc3ccccc3s2)o1,-2.0%,7%,-64%,2.1%,22%,-1%,14%,7.4%,0.8%,
O=C(CSc1nccc(=O)[nH]1)Nc1ccc(F)c([N+](=O)[O-])c1,0.1%,0%,-19%,3.1%,10%,-4%,-16%,1.9%,-0.1%,
CSc1ccc(Cc2ccc(Cl)cc2Cl)nn1,-0.1%,-9%,-37%,1.6%,-21%,-7%,22%,3.1%,0.3%,
Cc1nc2c(cnn2-c2ccccc2)c(=O)[nH]1,-0.6%,-8%,-14%,1.2%,-17%,-5%,4%,5.3%,-0.3%,
COc1ccc(-n2c(SCc3ccccn3)nc3c(c2=O)SCC3)cc1OC,-1.1%,3%,-32%,0.9%,-4%,5%,15%,-4.5%,0.2%,
CCN(c1ccc(OC)cc1)S(=O)(=O)c1nnc(NC(=O)c2ccccc2Cl)s1,0.9%,15%,-14%,36%,-4%,17%,8%,-8.4%,-0.2%,
COc1ccc(S(N)(=O)=O)cc1-c1nnc2c3ccccc3c(C)nn12,-0.4%,2%,-32%,-0.4%,-10%,/,5%,0.8%,-0.1%,
Cc1nc2ccccc2nc1OCc1cccc(Cl)c1,-0.4%,4%,-16%,1.8%,-17%,-8%,8%,-0.6%,0.1%,
Cc1cc2oc(=O)cc(CSc3nnc(-c4cccs4)o3)c2cc1C(C)C,-1.0%,-8%,32%,1.6%,34%,-2%,-5%,-1.9%,-0.2%,
N#Cc1cccc(NC(=O)c2nc(-c3ccccc3)n(-c3ccccc3)n2)c1,0.2%,3%,4%,1.5%,5%,4%,-7%,/,-0.6%,
COc1ccc(NC2CCCN(C(=O)c3cc(C)nc4cc(F)ccc34)C2)cc1 (centres undefined),-0.9%,-9%,-8%,-1.8%,-39%,-2%,-7%,1.8%,-0.2%,
O=C(N/N=C/c1ccc2c(c1)OCO2)C(=O)Nc1ccccc1,0.1%,9%,-7%,1.4%,8%,-14%,10%,-2.6%,-0.2%,
Cc1c(NC(=S)SCc2ccccc2)c(=O)n(-c2ccccc2)n1C,0.1%,10%,-43%,0.0%,-21%,-7%,14%,0.6%,0.3%,
CCCCSc1n[nH]c(N)n1,-0.5%,7%,-8%,-0.2%,/,-3%,0%,-0.4%,-0.4%,
O=C(NCCc1ccccc1)/C(=C\c1cccc([N+](=O)[O-])c1)NC(=O)c1ccco1,-0.6%,1%,-5%,-1.5%,11%,-3%,-11%,-3.1%,-0.1%,

# A section from further up, for reference:
SMILES,West Nile antiviral,GPR55 LPI antagonism,NOD1 inhibition,HIV fusion peptide,KOR beta-arrestin-1,Dengue-2 NS5 capping,GPR35 antagonists,KOR beta-arrestin-2,GPR55 beta-arrestin,others
Cc1nc2c(cnn2-c2ccccc2)c(=O)[nH]1,-0.6%,-8%,-14%,1.2%,-17%,-5%,4%,5.3%,-0.3%,
COc1ccc(-n2c(SCc3ccccn3)nc3c(c2=O)SCC3)cc1OC,-1.1%,3%,-32%,0.9%,-4%,5%,15%,-4.5%,0.2%,
CCN(c1ccc(OC)cc1)S(=O)(=O)c1nnc(NC(=O)c2ccccc2Cl)s1,0.9%,15%,-14%,36%,-4%,17%,8%,-8.4%,-0.2%,
COc1ccc(S(N)(=O)=O)cc1-c1nnc2c3ccccc3c(C)nn12,-0.4%,2%,-32%,-0.4%,-10%,/,5%,0.8%,-0.1%,
Cc1nc2ccccc2nc1OCc1cccc(Cl)c1,-0.4%,4%,-16%,1.8%,-17%,-8%,8%,-0.6%,0.1%,
Cc1cc2oc(=O)cc(CSc3nnc(-c4cccs4)o3)c2cc1C(C)C,-1.0%,-8%,32%,1.6%,34%,-2%,-5%,-1.9%,-0.2%,
N#Cc1cccc(NC(=O)c2nc(-c3ccccc3)n(-c3ccccc3)n2)c1,0.2%,3%,4%,1.5%,5%,4%,-7%,/,-0.6%,
COc1ccc(NC2CCCN(C(=O)c3cc(C)nc4cc(F)ccc34)C2)cc1 (centres undefined),-0.9%,-9%,-8%,-1.8%,-39%,-2%,-7%,1.8%,-0.2%,
O=C(N/N=C/c1ccc2c(c1)OCO2)C(=O)Nc1ccccc1,0.1%,9%,-7%,1.4%,8%,-14%,10%,-2.6%,-0.2%,
Cc1c(NC(=S)SCc2ccccc2)c(=O)n(-c2ccccc2)n1C,0.1%,10%,-43%,0.0%,-21%,-7%,14%,0.6%,0.3%,
CCCCSc1n[nH]c(N)n1,-0.5%,7%,-8%,-0.2%,/,-3%,0%,-0.4%,-0.4%,
O=C(NCCc1ccccc1)/C(=C\c1cccc([N+](=O)[O-])c1)NC(=O)c1ccco1,-0.6%,1%,-5%,-1.5%,11%,-3%,-11%,-3.1%,-0.1%,

# More records follow:
SMILES,West Nile antiviral,GPR55 LPI antagonism,NOD1 inhibition,HIV fusion peptide,KOR beta-arrestin-1,Dengue-2 NS5 capping,GPR35 antagonists,KOR beta-arrestin-2,GPR55 beta-arrestin,others
CCCCNC(=O)COC(=O)CNC(=O)c1cc(Cl)cc([N+](=O)[O-])c1,-0.2%,14%,-14%,-0.2%,-13%,-8%,-4%,-2.7%,0.2%,
O=C(NCC1CCCO1)c1nn2c(c1Cl)NC(c1ccc(F)cc1)CC2C(F)(F)F (centres undefined),-0.1%,21%,10%,-4.3%,8%,-2%,-5%,2.6%,-0.1%,
COc1ccc(C2C(C(=O)NCc3ccccn3)c3ccccc3C(=O)N2C)cc1OC (centres undefined),-0.1%,-4%,-17%,0.7%,-24%,4%,-3%,6.8%,0.0%,
CCN(CC)CCNC(=O)c1cn(CC)c2ccc(S(=O)(=O)N3CCOCC3)cc2c1=O,-0.5%,-3%,-4%,-1.5%,-12%,-6%,4%,-1.9%,-0.2%,
COc1cc(CC(=O)OCC(=O)Nc2sccc2C(N)=O)cc(OC)c1OC,-0.9%,-13%,-10%,0.4%,-60%,-10%,5%,0.3%,0.2%,
Cc1ccc(C(=O)N2CCC3(CC2)Oc2ccc(Cl)cc2C(=O)C32CC(c3ccc(Cl)cc3)=NO2)s1 (centres undefined),-0.4%,-2%,-5%,-0.6%,-8%,-1%,-9%,-1.1%,1.7%,
Cn1c(=O)n(C)c2cc(/C=N/NC(N)=S)ccc21,0.0%,6%,-41%,1.0%,-10%,-5%,-7%,-0.7%,-0.2%,
Cc1c(C(c2ccc([N+](=O)[O-])cc2)c2c(C)n(C)n(-c3ccccc3)c2=O)c(=O)n(-c2ccccc2)n1C,-0.1%,-10%,10%,-1.5%,-36%,-3%,-14%,3.0%,-0.1%,
N#Cc1c(NC(=O)COC(=O)c2ccc(F)cc2)sc2c1CCC2,-0.1%,26%,-34%,-3.5%,9%,-1%,-5%,1.3%,0.2%,
CCOC(=O)C1=C(c2ccccc2)O/C(=C(/C(=O)OC)C(F)(F)F)S1,0.1%,-7%,3%,-1.5%,1%,-4%,-5%,-0.2%,0.0%,
CCOc1ccc(NC(=O)C2CCCN2C(=O)NC2CCCCC2)cc1 (centres undefined),-0.3%,-6%,-18%,0.5%,21%,-7%,-18%,-2.2%,-0.1%,
Cc1c(Cl)cccc1NC(=O)CSc1nnc(CCNC(=O)OC(C)(C)C)o1,0.1%,2%,-11%,0.5%,21%,1%,4%,-5.5%,-0.2%,Dengue-2 NS5 capping pilot replicate=0.6
Cc1c(Br)cc(C(=O)N2CCCC2)c(C)c1C,-0.4%,2%,15%,-2.1%,3%,-2%,30%,-3.2%,-0.2%,
O=C(NCc1ccccc1Cl)NC(=O)c1csc([N+](=O)[O-])c1,-0.2%,1%,-9%,-1.2%,13%,4%,-6%,1.0%,-0.1%,
Cc1ccnc(NC(=O)COC(=O)c2ccc(F)cc2F)n1,0.6%,0%,2%,10%,6%,8%,-12%,3.2%,0.3%,
O=C(COC(=O)Cc1n[nH]c(=O)c2ccccc12)Nc1cccc(C(F)(F)F)c1,0.3%,5%,-1%,-1.3%,19%,-5%,-6%,-1.8%,0.6%,
CCOc1c(S(=O)(=O)N2CCCC2)ccc(Cl)c1Cl,0.1%,-7%,10%,-1.7%,-24%,7%,0%,2.4%,-0.1%,
CCN(C(=O)CSc1nc2ccccc2n1CCc1ccccc1)C1CCS(=O)(=O)C1 (centres undefined),0.1%,8%,-31%,0.6%,2%,-1%,-8%,6.2%,-0.1%,
Cc1ccc(N(C(=O)CNC(=O)c2ccco2)C(C(=O)NC2CCCCC2)c2cccnc2)cc1F (centres undefined),-1.0%,-3%,-20%,0.1%,1%,-9%,-5%,-2.6%,?,
CCn1c(=O)c2cc(C(=O)N3CCN(C(=O)c4ccco4)CC3)sc2c2ccccc21,0.3%,-1%,-14%,-0.7%,-40%,/,-9%,3.5%,0.3%,
COc1ccc(C2CC(=O)C3=C(C2)Nc2ccccc2NC3c2coc3ccccc3c2=O)cc1OC (centres undefined),-1.3%,12%,-38%,-3.4%,2%,8%,-6%,1.8%,-0.6%,
COc1cccc(C(=O)Nc2sc3c(c2C(=O)O)CCCC3)c1,-0.6%,-4%,/,9.3%,-48%,6%,-13%,1.5%,0.0%,

# Only part of the results is shown; the hit share may differ from the screen's.
